High-throughput results: PubChem, National Center for Advancing Translational Sciences (NCATS)
D1 agonist: agonists of human D1 dopamine receptor | P21728 | HEK293 T-REx D1 cells, calcium flux, agonist mode | 360,000 compounds, 1% hits | AID 504660 | activation, % at 2 µM; note: 0% is about no effect
Target sequence (P21728 whole entry, looked up): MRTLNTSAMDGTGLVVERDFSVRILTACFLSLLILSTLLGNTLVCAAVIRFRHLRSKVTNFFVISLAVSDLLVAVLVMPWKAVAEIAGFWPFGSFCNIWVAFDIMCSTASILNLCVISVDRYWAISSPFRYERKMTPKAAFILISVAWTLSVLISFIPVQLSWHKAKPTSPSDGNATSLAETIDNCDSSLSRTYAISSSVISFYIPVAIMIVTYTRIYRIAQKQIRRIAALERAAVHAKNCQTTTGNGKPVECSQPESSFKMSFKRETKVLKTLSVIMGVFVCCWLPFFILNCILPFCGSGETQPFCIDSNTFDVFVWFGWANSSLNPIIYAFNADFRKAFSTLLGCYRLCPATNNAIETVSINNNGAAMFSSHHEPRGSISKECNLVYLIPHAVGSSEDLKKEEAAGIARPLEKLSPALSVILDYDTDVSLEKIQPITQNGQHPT
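Agonism was scored from calcium flux recorded over 180 s (1 read/s) after pintool compound addition, following a 10-cycle baseline. Cells were inducible force-coupled HEK293 TREx D1, plated overnight at 30 C and loaded with no-wash calcium dye.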
D2 potentiator: positively modulates the human D2 dopamine receptor allosterically | P14416 | potentiation, % at 10 µM | HEK293 T-REx D2, calcium flux, EC20 dopamine potentiation | 340,000 compounds, 0.34% hits;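 active = potentiation over 3 SD above the plate norm, cut at about 30% in these data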; note: 0% is about no effect
Target sequence (P14416 whole entry, looked up): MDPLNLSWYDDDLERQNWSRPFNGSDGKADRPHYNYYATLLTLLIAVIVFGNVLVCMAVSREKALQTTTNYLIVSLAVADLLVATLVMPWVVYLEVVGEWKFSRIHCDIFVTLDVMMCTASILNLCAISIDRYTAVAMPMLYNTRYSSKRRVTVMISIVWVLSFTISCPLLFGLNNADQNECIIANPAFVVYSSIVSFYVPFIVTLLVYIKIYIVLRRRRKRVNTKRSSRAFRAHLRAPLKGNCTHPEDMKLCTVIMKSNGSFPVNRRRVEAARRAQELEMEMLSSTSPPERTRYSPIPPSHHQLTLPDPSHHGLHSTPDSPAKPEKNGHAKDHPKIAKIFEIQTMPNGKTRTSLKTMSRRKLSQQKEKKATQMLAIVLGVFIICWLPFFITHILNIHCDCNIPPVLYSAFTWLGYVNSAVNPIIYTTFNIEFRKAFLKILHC
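Primary screen. Calcium kinetics in induced HEK293 T-REx D2 cells: compound pre-addition 180 s, EC20 dopamine, 180 s more.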
D1 potentiator: potentiators of human D1 dopamine receptor; P21728; HEK293 TREx D1 cells, calcium flux, dopamine EC20 potentiation; potentiation, % at 10 µM; 360,000 compounds, 0.036% hits; in the data active = potentiation above about 30%; note: 0% is about no effect
TRHR PAM: allosterically enhances the human TRH receptor; P34981; TRHR cells, fluo-8 calcium fluorescence, EC20 TRH enhancement; enhancement, % at 2 µM; 360,000 compounds, 0.66% hits; AID 493056; in the data active = enhancement above about 30%; note: 0% is about no effect
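Enhancer read-out: after compound pinning and an initial kinetic agonist-mode read, an EC20 of TRH (10 nM final) was injected and fluo-8 calcium signal (Ex 480/Em 530) followed at 1 s/cycle for 100 cycles in TRHR-expressing cells.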
D2 agonist: agonists of human D2 dopamine receptor | P14416 | activation, % at 2 µM | 340,000 compounds, 0.53% hits | HEK293 T-REx D2 cells, calcium flux agonist mode;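 active = activation over 3 SD above normal in the single-dose calcium agonist read, cut at about 30% in these data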; note: 0% is about no effect
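Tetracycline-induced HEK293 T-REx cells with force-coupled D2 receptor, plated overnight at 30 C, loaded with no-wash calcium dye. After a 10 s baseline, compound was pin-added and calcium flux read kinetically for 180 s; calcium rises flagged agonists.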
TRHR ag: activates the human TRH receptor. P34981. TRHR cells, calcium flux fluo-8, FDSS agonist mode. activation, % at 2 µM. 360,000 compounds, 0.18% hits. AID 493084; note: 0% is about no effect
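Read-out: compound-evoked intracellular calcium rise in TRHR cells, fluo-8 dye, kinetic FDSS fluorescence at 1 s/cycle following a 10-cycle baseline. Cells cultured overnight before dye loading (30 min–1.5 h, RT).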
D1 antagonist: human D1 dopamine receptor antagonism; HEK293 TREx D1 cells, calcium flux, dopamine EC80; active compounds read low; activity change, negative = inhibition, % at 10 µM; 360,000 compounds, 3.2% hits; P21728; in the data active = activity change below about -30%; note: % is set by controls: 0 for no effect and ±100 for the full control effect
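Tetracycline-induced HEK293 T-REx cells with force-coupled D1 receptor were loaded with a no-wash calcium dye. Compound was added after a 10 s baseline and read kinetically for 180 s; EC80 dopamine was then added and calcium flux followed another 180 s.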
D2 antag: D2 dopamine receptor (human) antagonism. 340,000 compounds, 2% hits. P14416. HEK293 TREx D2 cells, calcium flux, dopamine EC80. inhibition, % at 10 µM. AID 485344; in the data active = inhibition above about 30%; note: 0% is about no effect
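Cells plated overnight at 30 C with tetracycline; no-wash calcium dye, 30–90 min RT; 10 s baseline; compound pinned; 180 s read; EC80 dopamine added; another 180 s read.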
RXFP1 antagonist: blocks the human relaxin receptor RXFP1; 350,000 compounds, 0.59% hits; AID 1259400; Q9HBX9; HEK293-RXFP1, relaxin-stimulated cAMP HTRF, 30 min; active compounds read low; activity change, negative = inhibition, % at 57.5 µM;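 active = activity change of -60% or lower, but not beyond a set lower limit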; note: % is set by controls: 0 for no effect and ±100 for the full control effect
* = called active by the depositor; . = not tested or not shown. Cut-off read from the data, not from the text of the source, unless noted: active = activation above about 30%; inactive = the rest.

SMILES	D1 agonist	D2 potentiator	D1 potentiator	TRHR PAM	D2 agonist	TRHR ag	D1 antagonist	D2 antag	RXFP1 antagonist
CCOc1ccc(CCNC(=O)C2CCN(S(=O)(=O)N3CCOCC3)CC2)cc1OCC	0	5	-1	2	0.3	0.1	13	4	-6
CC(C)CC(NS(=O)(=O)c1ccc2c(c1)oc(=O)n2C)C(=O)NCc1cccnc1 (stereo unspecified)	1	2	.	-4	0.1	0.2	-12	-22	.
Cc1cccc(NC(=O)c2cnn(C)c2)c1C	0	.	0	-2	.	0.6	1	.	4
CCN(c1ccc(NC(=O)COC(=O)c2ccc(S(=O)(=O)N3CCCC3)cc2)cc1)C(C)C	0	.	-2	1	.	-0.4	-2	.	-7
CC1CCCN(S(=O)(=O)c2ccc3c(c2)c(=O)nc2ccc(Cl)cn23)C1 (stereo unspecified)	1	3	1	2	0.2	-0.1	-5	8	40
Cc1ccc(S(=O)(=O)CCc2nnc(NC(=O)c3cnccn3)s2)cc1	4	-1	2	-2	0.9	0.3	9	-2	-8
CCOC(=O)c1ccc(-n2c(-c3ccco3)nc3ccccc3c2=O)cc1	3	4	0	6	0.2	0.3	-8	-12	-3
NC(c1ccccc1)c1cccnc1 (stereo unspecified)	2	.	-1	11	.	0.6	17	.	-1
O=[N+]([O-])c1ccccc1OCCNCc1ccccc1	9	-31	-13	10	23	0.8	-24	78*	4
CCn1cc(C(=O)NCCCOC)c(=O)c2cc(S(=O)(=O)N3CCC(C)CC3)ccc21	0	-5	2	-3	-0.2	-0.5	-5	10	1
COc1cc(C(=O)Nc2ccc(NC(C)=O)cc2)ccc1OCc1ccccc1	2	2	-4	-1	1.1	0.5	6	-12	-20
COc1ccc(C(=O)C2CCCN(C(=O)c3cc(C)on3)C2)cc1F (stereo unspecified)	4	3	-1	-2	.	-0.4	-21	.	-1
CCCCc1ccc(NC(=O)Nc2cc(C)nn2C)cc1	3	4	-4	12	0.3	-0.5	-7	13	-5
Cc1nc(SCC(=O)N2CCc3ccccc3C2)c2c(C)c(C)sc2n1	1	1	-3	14	0.0	-0.1	4	22	-9
O=C(NCCc1csc(-c2ccc(F)cc2)n1)C(=O)Nc1ccc(Cl)cc1	1	-5	2	-1	0.7	0.3	2	.	-8
CC1(C)CC(=O)C=C(Nc2ccc(O)c(C(=O)O)c2)C1	7	-2	1	2	0.6	1.4	1	-5	0
CC(C)c1nnc(NC(=O)CCC(=O)N2CCN(c3ccc(F)cc3)CC2)s1	2	0	6	4	0.8	-0.3	1	-4	-10
C#CCOc1ccc(/C=C2/C(=O)N(c3cccc(C(=O)O)c3)N=C2C)cc1OC	0	8	-6	-3	0.7	0.0	35	-3	-6
CN1C(=O)[C@H]2[C@@H](/C=C/c3ccccc3)N3C(=O)CN(Cc4ccccc4)C(=O)[C@@]3(C)[C@H]2C1=O	1	5	-1	0	0.0	0.6	5	-5	.
COc1ccc(/C(N)=N/OC(=O)CN(C)S(=O)(=O)c2ccccc2)cc1	4	2	-2	-8	.	1.0	-29	.	-6
CCC(C)c1ccccc1NC(=O)CN1CCN(C/C=C/c2ccccc2)CC1 (stereo unspecified)	0	-4	9	-3	10	-0.2	5	-1	-10
O=C(CN1CCN(Cc2ccccc2)CC1)N=Nc1c(O)[nH]c2ccccc12	0	-22	-10	2	-0.9	-0.8	-16	-4	-7
COc1ccc(/C=C\c2onc(C)c2S(=O)(=O)N2CCC(C(=O)Nc3cccc(Cl)c3)CC2)cc1	3	-15	0	5	0.8	2.4	-27	.	27
C/C(=C\C(=O)c1cccnc1)Nc1ccc(C(=O)O)cc1	1	1	-5	5	0.5	0.2	0	14	-8
COc1ccccc1Nc1nc(NCc2ccco2)nc(N)c1[N+](=O)[O-]	1	5	2	4	1.7	0.9	12	4	-20
Cn1cnc([N+](=O)[O-])c1Sc1n[nH]c(N)n1	2	7	-2	8	0.4	0.4	-12	-32	3
Cc1csc2ncc(C(=O)Nc3ccccc3Cl)c(=O)n12	1	.	17	-1	.	0.7	-15	.	.
CCC1CCc2c(sc(NC(=O)C3c4ccccc4Oc4ccccc43)c2C(=O)OC)C1 (stereo unspecified)	2	-8	-3	4	0.2	0.0	-4	.	-10
COC(=O)c1ccc(COC(=O)[C@@H]2CC(O)CN2S(=O)(=O)c2ccccc2[N+](=O)[O-])cc1 (stereo partly specified)	10	6	-4	9	-0.2	-0.2	-8	8	-13
CC(C)NC(=O)C(=O)NCCCOC(C)C	1	11	-6	-4	0.3	0.2	1	-3	5
CCCn1c(=O)c(C(=O)NNC(=O)c2ccccc2Cl)c(O)c2ccccc21	21	-10	-6	-2	18	30*	-19	8	-39
CC(C)OCCCn1c(SCC(N)=O)nc2c(sc3ccccc32)c1=O	0	12	0	3	1.2	0.3	-12	.	.
COC(=O)c1c(NC(=O)c2cccnc2)sc(C(=O)N(C)C)c1C	3	21	1	4	1.9	-0.1	5	10	8
Cc1ccc(-c2nc(N)sc2CC(=O)OCC(=O)NCCC(C)C)cc1	1	-3	-5	2	-0.4	-0.2	-57*	18	7
CCCCSc1c(C)c2cc3c(cc2[nH]c1=O)OCO3	4	-3	-10	-5	-0.1	0.1	-4	15	-3
COc1cccc(OCCn2c(C)c(/C=N/n3cnnc3)c3ccccc32)c1	13	5	-12	-6	1.5	0.5	-26	9	5
CCOC(=O)C1(CCOc2ccccc2)CCN(Cc2cccc(-n3cccn3)c2)CC1	15	-20	-5	-6	0.0	0.7	-15	-1	-17
Oc1cccc(NC(=S)N=Nc2c(O)[nH]c3ccccc23)c1	7	14	-19	18	-3.1	-3.5	-31*	1	-24
COc1ccc2[nH]c(=O)c(NC(N)=S)nc2c1	0	11	2	-2	0.2	-0.4	-14	-21	-10
Cc1cc(OCCn2ccnc2)cc(C(C)C)c1	2	8	2	-3	-0.9	-0.9	-20	-16	-10
CNC(=S)NNS(=O)(=O)c1ccc(OC)cc1OC	3	-8	-4	3	-0.1	0.2	7	8	-2
COc1ccccc1NC(=O)COc1cccc(-n2cnnn2)c1	1	1	0	4	0.7	-0.3	-7	5	5
Cc1ccccc1C(=O)Nc1ccc(C(=O)OCc2cc(=O)n3nc(C(C)C)sc3n2)cc1	0	2	1	-4	1.1	0.6	-4	.	15
Cc1onc(-c2ccccc2)c1C(=O)Nc1ccccc1N1CCOCC1	7	-3	0	10	0.3	0.1	-7	-14	-15
Cc1ccc(S(=O)(=O)c2c(O)cc(C)c(NS(=O)(=O)c3ccc(Br)cc3)c2C)cc1	2	25	-3	19	0.0	-2.6	14	.	.
CC(NC(=O)c1ccco1)C1COc2ccccc2O1 (stereo unspecified)	1	1	0	7	-0.6	-0.3	9	-9	-9
COc1ccc(-c2noc(CCC(=O)NCCc3ccccc3)n2)cc1	10	4	6	2	-1.4	-0.6	-13	-10	3
CC(C)Cn1c(=O)c2ccccc2n2c(CCC(=O)NCc3ccccc3Cl)nnc12	-1	21	-5	-9	-0.2	-0.5	0	.	-13
O=C(Nc1cccc2cccnc12)c1ccc(Br)cc1Br	0	0	1	-5	0.3	0.2	-2	4	11
COCCCNC(=O)C1CCN(Cc2cc3ccccc3n2Cc2cccc(C)c2)CC1	2	-4	-2	-4	0.1	0.0	10	.	-5

Only TRHR PAM, for some of the entries so far:
SMILES	TRHR PAM
COc1ccccc1NC(=O)COc1cccc(-n2cnnn2)c1	4
Cc1onc(-c2ccccc2)c1C(=O)Nc1ccccc1N1CCOCC1	10
CC(C)Cn1c(=O)c2ccccc2n2c(CCC(=O)NCc3ccccc3Cl)nnc12	-9
CC(NC(=O)c1ccco1)C1COc2ccccc2O1 (stereo unspecified)	7

Next part:
SMILES	D1 agonist	D2 potentiator	D1 potentiator	TRHR PAM	D2 agonist	TRHR ag	D1 antagonist	D2 antag	RXFP1 antagonist
Cc1ccc(C(=O)Nc2cc(-c3ccn[nH]3)c(C)n(N)c2=O)cc1	1	-4	-4	-9	-2.1	-0.3	-18	7	-5
CCCN(C(=O)CCNC(=O)c1ccc(Cl)cc1)c1c(N)n(Cc2ccccc2)c(=O)[nH]c1=O	10	4	.	-4	1.4	-0.5	-31*	28	3
CCN(CC)C(=O)C1CCC(C)(C(=O)O)C1(C)C (stereo unspecified)	3	.	1	1	.	0.3	12	.	9
Oc1ccc(Nc2nc(-c3ccccc3)nc3ccccc23)cc1	1	-7	-4	-10	1.2	0.3	-19	-1	-77*
COCCn1c(=O)[nH]c2cc(C(=O)Nc3ccc(OC)cc3)ccc2c1=O	0	16	0	1	-2.3	-0.4	-3	.	.
N/C(CS(=O)(=O)c1ccccn1)=N\OC(=O)c1ccccc1Cl	0	1	-1	6	0.1	-0.3	3	6	1
O=S(=O)(c1ccccc1)N1C2CCC1CC(O)(c1cccnc1)C2 (stereo unspecified)	2	-7	1	-5	2.5	0.8	-13	-20	1
Cc1ccc(S(=O)(=O)N2CCN(C(=O)COC(=O)C3CCC3)CC2)c(C)c1	8	-2	-6	5	0.6	0.6	-17	8	-10
Cc1c(N=C2N=C(NC(=O)NC(C)(C)C)c3ccccc32)c(=O)n(-c2ccccc2)n1C	0	-2	-5	1	0.9	0.0	-4	11	-4
Cc1ccc(CCN2CC(C(=O)NC3CCCCC3)CC2=O)cc1 (stereo unspecified)	4	6	-2	-4	-0.2	-0.4	-1	11	29

3 entries from above, with bars between the fields:
mol | D1 agonist | D2 potentiator | D1 potentiator | TRHR PAM | D2 agonist | TRHR ag | D1 antagonist | D2 antag | RXFP1 antagonist
Cc1ccc(C(=O)Nc2cc(-c3ccn[nH]3)c(C)n(N)c2=O)cc1 | 1 | -4 | -4 | -9 | -2.1 | -0.3 | -18 | 7 | -5
Cc1ccc(CCN2CC(C(=O)NC3CCCCC3)CC2=O)cc1 (stereo unspecified) | 4 | 6 | -2 | -4 | -0.2 | -0.4 | -1 | 11 | 29
COCCn1c(=O)[nH]c2cc(C(=O)Nc3ccc(OC)cc3)ccc2c1=O | 0 | 16 | 0 | 1 | -2.3 | -0.4 | -3 | . | .

Further results follow.
SMILES	D1 agonist	D2 potentiator	D1 potentiator	TRHR PAM	D2 agonist	TRHR ag	D1 antagonist	D2 antag	RXFP1 antagonist
O=C(O)c1ccc2nc(-c3ccccc3)sc2c1	4	-2	-7	-1	-0.1	0.8	-18	11	12
CCCc1nc(SCC(=O)c2ccc(F)cc2)c2ccccc2n1	1	6	-12	-4	-0.8	2.6	22	-3	1
Cc1ccc(C(=O)NNC(=O)C(C)Sc2nc(N)cc(N)n2)cc1 (stereo unspecified)	1	-11	-5	-2	0.3	1.9	-15	14	-3
Cc1nc2ccccn2c1C(=O)NNC(=S)Nc1ccccc1	1	-12	1	0	1.3	0.0	5	-24	-89*
COc1cccc(C(=O)Oc2ccc(/C=N/Nc3ccc(C(=O)O)cc3)cc2OC)c1	1	6	5	24	-1.5	-0.6	-4	-1	-21

Printed as active in D1 antagonist (from the list above):
mol | D1 agonist | D2 potentiator | D1 potentiator | TRHR PAM | TRHR ag | D1 antagonist | D2 antag | RXFP1 antagonist
Cc1ccc(-c2nc(N)sc2CC(=O)OCC(=O)NCCC(C)C)cc1 | 1 | -3 | -5 | 2 | -0.2 | -57* | 18 | 7
Oc1cccc(NC(=S)N=Nc2c(O)[nH]c3ccccc23)c1 | 7 | 14 | -19 | 18 | -3.5 | -31* | 1 | -24
CCCN(C(=O)CCNC(=O)c1ccc(Cl)cc1)c1c(N)n(Cc2ccccc2)c(=O)[nH]c1=O | 10 | 4 | . | -4 | -0.5 | -31* | 28 | 3
